From PubChem BioAssay
JMJD2A Tudor inh: qHTS Assay for Inhibitors of JMJD2A-Tudor Domain; Lysine-specific demethylase 4A (Homo sapiens), O75164; AlphaScreen JMJD2A-Tudor / H3K4me3 peptide binding; Potency, µM (top dose mostly 114 µM), without a hit: at the top dose activity change, negative = inhibition, usual class: inhibitors; hit rate 4.4% among 390,000; also: % is scaled to controls: 0 for no effect and ±100 for the full control effect; nearly all actives have a fitted effect of over 50% in size
G9a block: qHTS Assay for Inhibitors of Histone Lysine Methyltransferase G9a. Potency, µM (doses to about 102 µM), for inactives: at the highest dose activity, negative = inhibition, most hits filed as inhibitors. hit rate 8.8% among 350,000. G9a H3K9 monomethylation, AlphaScreen, 2 h; also: % is scaled to controls: 0 for no effect and ±100 for the full control effect; nearly all actives have a fitted effect of over 75% in size
Target sequence (Q96KQ7 913-1193 limits assumed): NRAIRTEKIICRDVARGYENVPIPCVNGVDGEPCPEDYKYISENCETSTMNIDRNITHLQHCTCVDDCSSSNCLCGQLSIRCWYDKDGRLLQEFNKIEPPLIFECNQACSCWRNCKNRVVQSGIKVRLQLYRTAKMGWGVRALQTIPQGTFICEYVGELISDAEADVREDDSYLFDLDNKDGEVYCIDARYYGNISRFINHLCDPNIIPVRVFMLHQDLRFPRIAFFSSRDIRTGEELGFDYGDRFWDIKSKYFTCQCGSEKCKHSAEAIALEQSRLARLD
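Chemiluminescent proximity detection of H3K9 monomethylation, read after 10 min bead incubation in the dark. Reaction: 20 nM G9a, 500 nM biotin-H3K9 peptide, 20 uM SAM cofactor, 2 h, room temperature, following 15 min enzyme-compound preincubation.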
BLM inh: qHTS Assay for Inhibitors of Bloom's syndrome helicase (BLM); RecQ-like DNA helicase BLM (Homo sapiens), P54132; recombinant BLM DNA unwinding, fluorescence dequenching; Potency, µM (titrated, usually from 56.1 µM), for inactives: top-dose activity change, negative = inhibition, actives largely listed as inhibitors; hit rate 0.2% among 350,000; AID 2528, 2010;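 also: plate controls were vehicle for no effect and no enzyme for full effect; nearly all actives have a fitted effect of over 35% in size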
POLI inh: qHTS for Inhibitors of Polymerase Iota | hit rate 1% among 390,000 | AID 588590, 2011 | Potency, µM (series often up to 115 µM), for the others: top-dose activity, negative = inhibition, usual class: inhibitors | Pol iota fluorescent replication assay, 10 min
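Pol iota at 10 nM preincubated 15 min with compounds at room temperature; reaction started with fluorescent substrate, 50 nM final. Fluorescence read kinetically at 0 and 10 min; buffer-only wells as negative control.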
Pin1 inh: qHTS Assay to Find Inhibitors of Pin1. Peptidyl-prolyl cis-trans isomerase NIMA-interacting 1 (Homo sapiens), Q13526. Pin1 FP peptide displacement, HiFluor488, 10 min. Potency, µM (titrated, usually from 115 µM), without a hit: at the top dose activity, negative = inhibition, hits mostly inhibitors. hit rate 0.009% among 390,000; active = well fitted inhibition curve with a large enough effect in the polarisation, with a control signal flat, not every such curve was filed as active; inconclusive = small, poorly fitted or top-dose-only effect, or effect the other way, or a change in a side signal; inactive = no such curve, though single readings can be large or run the other way; the % refers to the polarisation; also: % is scaled to controls: 0 for no effect and ±100 for the full control effect
Target sequence (Q13526 whole entry, looked up): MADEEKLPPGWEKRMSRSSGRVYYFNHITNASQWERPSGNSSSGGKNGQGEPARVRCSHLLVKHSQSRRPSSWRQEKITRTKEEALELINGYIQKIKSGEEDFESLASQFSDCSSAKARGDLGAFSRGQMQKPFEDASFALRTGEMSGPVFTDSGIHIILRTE
BAZ2B inh: qHTS Assay for Inhibitors of BAZ2B; AlphaScreen BAZ2B-H3K14Ac peptide displacement; Potency, µM (doses to about 114 µM), for the others: at the top dose activity change, negative = inhibition, actives largely listed as inhibitors; hit rate 4.4% among 360,000; also: % is scaled to controls: 0 for no effect and ±100 for the full control effect; nearly all actives have a fitted effect of over 60% in size
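AlphaScreen luminescence quantifies BAZ2B engagement of H3K14Ac peptide; the protein and biotinylated peptide are both at 50 nM final, buffer PBS pH 7.4 with 0.01% Tween-20, all steps at room temperature.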
GLS inh: qHTS for Inhibitors of Glutaminase (GLS) | Glutaminase kidney isoform, mitochondrial (Homo sapiens), O94925 | hit rate 0.21% among 410,000 | AID 624170, 2012 | GLS enzymatic activity, qHTS titration | Potency, µM (highest dose often 45.5 µM), inactives show at the highest dose activity change, negative = inhibition, actives largely listed as inhibitors; also: % is scaled to controls: 0 for no effect and ±100 for the full control effect
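Glutamate formation by hKGA was monitored fluorometrically using coupled glutamate oxidase, HRP and Amplex Red. Substrate was added as 1 mM L-glutamine solution; incubation was 30 min at RT after an initial read.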
PGK inhibitor: qHTS Assay to Find Inhibitors of Phosphoglycerate Kinase | Potency, µM (series often up to 57.5 µM), inactives show at the top dose activity change, negative = inhibition, actives largely listed as inhibitors | hit rate 0.043% among 380,000 | Phosphoglycerate kinase, glycosomal (Trypanosoma brucei brucei), P07378 | PGK/GAPDH coupled, Kinase-Glo luminescence, 60 min | AID 602233, 2012; also: % is scaled to controls: 0 for no effect and ±100 for the full control effect; nearly all actives have a fitted effect of over 60% in size
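Luminescent ATP detection (Kinase-Glo Plus) follows a 60-minute room-temperature incubation, with wells lacking PGK as controls. Buffer: 100 mM TEA (pH 7.6), 5 mM MgCl2, 0.01% Tween-20. Coupling enzyme GAPDH (100 nM final) supplies unstable 1,3-BPG in-well.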
HP1b binding inh: HTS for Inhibitors of HP1-beta Chromodomain Interactions with Methylated Histone Tails; Chromobox protein homolog 1 (Homo sapiens), P83916; AlphaScreen HP1-beta / biotin-H3K9me3 peptide binding; Potency, µM (series often up to 114 µM), for inactives: at the highest dose activity change, negative = inhibition, actives largely listed as inhibitors; hit rate 0.56% among 390,000; AID 540317, 2011; also: nearly all actives have a fitted effect of over 70% in size; inactives centre near 23
Target sequence (P83916 whole entry, looked up): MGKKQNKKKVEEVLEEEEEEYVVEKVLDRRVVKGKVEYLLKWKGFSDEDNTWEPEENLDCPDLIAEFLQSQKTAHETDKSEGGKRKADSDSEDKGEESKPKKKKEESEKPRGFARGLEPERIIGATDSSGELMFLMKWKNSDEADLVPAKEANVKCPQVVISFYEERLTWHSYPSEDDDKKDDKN
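Compound inhibition of the preformed complex between 50 nM HP1-beta and 50 nM biotinylated H3K9me3 peptide was read by AlphaScreen. Buffer was PBS pH 7.4 with 0.01% Tween-20. Incubations ran 30 min at room temperature, with 10 ug/mL donor/acceptor beads.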
An asterisk follows results filed as active; i = inactive; ? = inconclusive; . = not tested or not shown; & = joins results of further samples; ! = repeats disagree; [ ] = remark or other dose. Unless noted, calls follow the shape of the dose curve; as a rule, active = well fitted curve in the direction sought with a large enough effect; inconclusive = small, poorly fitted or top-dose-only effect, or another doubt; inactive = no such curve, though single readings can be large; an effect the other way counts as inactive or inconclusive. Potency is read from the fitted curve at half-maximal effect.

JMJD2A Tudor inh | G9a block | BLM inh | POLI inh | Pin1 inh | BAZ2B inh | GLS inh | PGK inhibitor | HP1b binding inh | compound
-21% | 3% | 1% | -9% | 3% | ? | -8% | -2% | 22% | Cc1onc(-c2ccccc2Cl)c1C(=O)N(Cc1nc(-c2ccccc2)no1)C1CCCCC1
-11% | 16%[59 µM] | -2% | 22% | 0% | 6% | 5% | 24% | 35% | CC(C)CNC(=S)NNC(=O)c1csc2c1CCC(C)C2 (centres undefined)
5% | 12% | -2% | ? | 13% | -11% | 5% | -1% | 28% | CC(=O)Nc1ccc(NC(=O)CSc2ccc(-c3sc(C)nc3C)nn2)cc1
-35% | 18%[59 µM] | -10% | -12% | ? | -13% | 5% | 6% | 29% | CCO[C@H]1OC(C(=O)Nc2ccccc2)=C[C@@H](c2cn(C(C)=O)c3ccccc23)[C@@H]1CCCO
-36% | 6% | -2% | 14% | 1% | -38% | 6% | -10% | -6% | O=C(Cc1cn(Cc2cccc(Cl)c2)c2ccccc12)N1CCCC1
-10% | 3%[59 µM] | 1% | 9% | -2% | 0% | 11% | -9% | 28% | O=C(NC(=S)N1CCOCC1)C12CC3CCC(CC(C3)C1)C2
-19% | . | . | -6% | 0% | . | 4% | -2% | 25% | CCN1C[C@@H]2[C@@H]3C(=O)N(C)C(=O)[C@@H]3[C@](C)(C1=O)N2C(=O)c1ccc(Cl)cc1
-21% | 18% | 0% | 37%[activator] | -4% | -3% | 7% | -15% | 7% | CCOC(=O)c1ccc(Nc2nnc(C)c3ccccc23)cc1
-13% | 7%[12.7 µM] | . | -5% | 12% | 13% | 1% | -1% | 13% | CCOc1ccc(NS(=O)(=O)c2ccc(NC(=O)c3ccccn3)cc2)cc1
-7% | ? | -2% | -13% | -10% | 9% | -1% | 3% | 25% | CCN(CC)C(=O)Cn1ncc2c1-c1ccccc1OC2
-16% | -8%[59 µM] | -3% | -15% | 19% | -10% | 1% | -1% | 20% | Cc1ccc(Cn2c(SCC(=O)NCc3ccccc3Cl)nc3ccsc3c2=O)cc1
-9% | 0% | -1% | 28% | 1% | -7% | -6% | i | -3% | COCc1cc(=O)[nH]c(-c2ccccc2)n1
-9% | 0%[59 µM] | 4% | 1% | 1% | -1% | -2% | -5% | 12% | CC(C)n1c(-c2cccs2)nc2ccccc21
6% | 13%[59 µM] | -1% | 8% | -10% | 7% | 2% | -8% | 31% | c1ccc(-n2c(-c3ccncc3)nnc2N2CCOCC2)cc1
? | ? | 4% | 2% | -5% | 2% | -2% | i | 56%[activator] | COc1cc2[nH]c(=S)n(CCN3CCCCC3C)c(=O)c2cc1OC (centres undefined)
? | ? | -4% | 135%[activator] | -4% | -33% | 1% | i | 49%[activator] | CCOC(=O)NC(C(Cl)(Cl)Cl)S(=O)(=O)c1ccccc1 (centres undefined)
1% | 5% | 1% | 20% | -14% | -26% | -6% | i | 36% | CC(C)[C@H]1C(=O)Nc2ccccc2N1C(=O)N[C@@H](Cc1ccccc1)C(=O)N[C@H](C(=O)O)c1ccccc1
58%[activator] | . | . | 16% | -7% | . | 1% | -8% | 82%[activator] | Cc1ccc(C2CC(=O)Oc3cc(C)cc(C)c32)cc1 (centres undefined)
5% | 3%[59 µM] | -5% | 7% | 11% | -3% | -4% | 9% | 65%[activator] | CC(=O)c1[nH]c(C)c(C(=O)NCc2ccc(Cl)cc2)c1C
-16% | . | 1% | 1% | -2% | 7% | -3% | -2% | 46%[activator] | COc1cc(OC)c(C(=O)Nc2ccncc2)cc1OC
6% | 27% | -6% | -11% | -3% | -5% | -11% | -3% | 34% | COc1cc(C(=O)NCC(=O)N2CCN(S(=O)(=O)c3cc(C)ccc3C)CC2)cc(OC)c1OC
-4%[57.1 µM] | 17%[12.7 µM] | -4% | 166%[activator] | 9% | 3% | 3% | 1% | 39%[activator] | O=C(CCN1C(=O)c2ccccc2S1(=O)=O)Nc1cccc2ccccc12
-6% | 22%[12.7 µM] | -2% | 17% | -1% | 0%[57.1 µM] | -5% | i | 42% | CC(C)C1S/C(=N/N=C/c2cccs2)NC1=O (centres undefined)
? | -24%[59 µM] | -1% | -13% | -10% | -26% | 1% | -4% | -12% | COc1ccc(N2CCN(c3oc(/C=C/c4cccc(OC)c4)nc3C#N)CC2)cc1
45µM* | ? | -7% | -10% | 25% | 11µM* | 16% | -4% | ? | N#Cc1nc(COc2ccc(-c3ccccc3)cc2)oc1NCc1cccnc1

JMJD2A Tudor inh | G9a block | BLM inh | POLI inh | Pin1 inh | BAZ2B inh | GLS inh | PGK inhibitor | HP1b binding inh | compound
6% | -4%[59 µM] | -8% | 3% | 0% | -3% | 28% | 7% | 18% | CC1CC(Nc2ccccc2N)=CC(=O)O1 (centres undefined)
-9% | -13% | 0% | 49%[activator] | -3% | 0% | -11% | i | 61%[activator] | CC1CCCN(C(=O)c2nn(C)c3c2CS(=O)(=O)c2ccccc2-3)C1 (centres undefined)
71%[activator] | 277%[activator] | -3% | 25% | -3% | 61%[activator] | 2% | i | 154%[activator] | Cc1ccccc1C(=O)Nc1ccccc1N1CCCCC1
-34% | -37%[59 µM] | -7% | -14% | 3% | ? | -5% | . | 5% | Cc1cccc(N2CCN(C(=O)c3ccc4c(c3)N(Cc3ccccc3)C(=O)c3ccccc3S4(=O)=O)CC2C)c1 (centres undefined)
? | . | 0% | 36%[activator] | -3% | -9% | 3% | 0% | 8% | Cc1[nH][nH]c(=O)c1C(c1ccc(N(C)C)c(Br)c1)c1c(C)[nH][nH]c1=O
8% | 62%[activator][59 µM] | 2% | 6% | 2% | 52%[activator] | 9% | -2% | 39% | Cc1cc(C)nc(N(C#N)Cc2ccccc2)n1
-1% | 28% | -1% | 14% | -13% | 3% | 1% | 4% | 34% | O=C(Nc1cccc(C(=O)N2CCOCC2)c1)c1ccccc1Br
? | 10%[59 µM] | -12% | ? | ? | ? | -5% | 0% | 71%[activator] | O=C(OCc1cc(=O)n2nc(-c3cccs3)sc2n1)c1cccc(F)c1
-17% | -1%[59 µM] | -9% | 25% | -1% | 2% | 0% | i | 6% | CCOc1ccccc1CNC(=O)c1ccc2nc(N3CCC(C)CC3)sc2c1
-13% | -11% | -1% | 26% | 1% | -11% | 11% | -1% | 19% | CC(NC(=O)Cn1nc(C(=O)O)c2ccccc2c1=O)C12CC3CC(CC(C3)C1)C2 (centres undefined)
-8% | 22%[12.7 µM] | -1% | -2% | -2% | -13% | -2% | 0% | 28% | O=C(O)CCNC1CCCCC1
-14% | 9% | -1% | 9% | -1% | -3% | 24% | -7% | 28% | Cc1c(O)ccc2c(O)c(NC(=O)c3ccc4c(c3)CCC(C)(C)O4)c(=O)oc12
-5% | 6% | -5% | 54%[activator] | 2% | 3% | -13% | -1% | 13% | Cc1cc(NC(=O)CCC(=O)N(CC(=O)NCC2CCCO2)c2ccc(C(C)C)cc2)no1 (centres undefined)
-14%&-18% | 3%[59 µM] | -4%&-4% | 79µM*! | -14%&-4% | -8%&-22% | 3%&-11% | -3%&-4% | 9%&25% | COc1ccc(NC(=O)C2CCCN(S(=O)(=O)c3ccc4c(c3)CCCN4C(C)=O)C2)cc1 (centres undefined)
-28% | 18µM* | 1% | 11% | -9% | -24% | -5% | -2% | -11% | C=CCNC(=S)NS(=O)(=O)c1cccs1
? | 45µM* | . | 15% | 0% | 50µM* | -18% | -1% | -1% | O=S(=O)(c1ccc(Br)cc1)c1nc(-c2ccco2)oc1NCCCn1ccnc1
-9% | -3% | -15% | 41%[activator] | 0% | -19% | -7% | 1% | 24% | Oc1cc(OCc2ccccc2)ccc1-c1[nH]ncc1-c1ccccc1
-12% | 12%[59 µM] | -9% | ? | ? | -24% | 7% | i | 3% | CC(C)CSC1=NSC2=NC(=O)/C(=C\c3ccccc3)C(=N)N12
94%[activator] | 181%[activator][59 µM] | -6% | 4% | -3% | 97%[activator] | 0% | 5% | 155%[activator] | Cc1nc2ccccc2nc1OCc1ccccc1
-10% | -32% | . | -6% | -1% | 11% | 4% | -2% | 18% | COc1ccc(OC)c(NS(=O)(=O)c2cc3c4c(c2)CCN4C(=O)CC3)c1
-15%[57.1 µM] | -8%[59 µM] | -6% | 29% | 0% | 79µM* | 0% | 0% | 0% | CCNC(=O)C1CCCc2c1[nH]c1ccc(Cl)cc21 (centres undefined)
-13% | 15%[12.7 µM] | . | -2% | -3% | -1% | -15% | i | 31% | N#Cc1ccc(OCC(=O)N(C2CCCCC2)C2CCS(=O)(=O)C2)cc1 (centres undefined)
-23% | -47% | -19% | 19% | 11% | -5% | -12% | -9% | -5% | O=C(OCC(=O)c1ccc(Cl)cc1Cl)c1ccc2c(c1)C(=O)N(c1cccc3ncccc13)C2=O

By substructure, those above with a cyano group (four)
JMJD2A Tudor inh | G9a block | BLM inh | POLI inh | Pin1 inh | BAZ2B inh | GLS inh | PGK inhibitor | HP1b binding inh | compound
? | -24%[59 µM] | -1% | -13% | -10% | -26% | 1% | -4% | -12% | COc1ccc(N2CCN(c3oc(/C=C/c4cccc(OC)c4)nc3C#N)CC2)cc1
45µM* | ? | -7% | -10% | 25% | 11µM* | 16% | -4% | ? | N#Cc1nc(COc2ccc(-c3ccccc3)cc2)oc1NCc1cccnc1
8% | 62%[activator][59 µM] | 2% | 6% | 2% | 52%[activator] | 9% | -2% | 39% | Cc1cc(C)nc(N(C#N)Cc2ccccc2)n1
-13% | 15%[12.7 µM] | . | -2% | -3% | -1% | -15% | i | 31% | N#Cc1ccc(OCC(=O)N(C2CCCCC2)C2CCS(=O)(=O)C2)cc1 (centres undefined)

A portion of the library. The share of hits here may be higher or lower than overall.
